HEK293 tox – qHTS of GLP-1 Receptor Inverse Agonists: Cytotox Screen. 0.13% of 410,000 active. Potency, µM (doses to about 38.3 µM), for inactives: at the top dose activity change, negative = inhibition, usual class: inhibitors. HEK293 cAMP-luciferase reporter cells, luminescence, 24 h;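 note: loss of luciferase light is scored as toxicity; potency is the fitted concentration of half-maximal effect; % is set by controls: 0 for no effect and ±100 for the full control effect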
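Here, cytotoxicity is scored as loss of luminescence. The MLSMR collection was tested on cells seeded in medium containing 10% Nu serum, with a 24 hr compound exposure preceded by 12 hours of culture.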
IL-2 act – qHTS of IL-2 Activators. activation, % (series mostly up to about 46 µM). IL-2 activation reporter assay, cell-based qHTS; stimulated with anti-CD3/CD4/CD28 beads; in transgenic mouse T cells. AID 652025, 2013. 0.065% of 360,000 active; in the data active = activation above about 50%; inconclusive = mostly about 30% to 49%; note: 0% is about no effect
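EGFP and DsRed fluorescence is measured by plate cytometry in unstimulated transgenic mouse T cells exposed to compound for 60 minutes, then stimulated 18 hours at 37 degrees C with anti-CD3/anti-CD4 beads plus anti-CD28.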
PTHR1 ag – qHTS for PTHR1 Agonists: Primary Screen. Parathyroid hormone/parathyroid hormone-related peptide receptor (Homo sapiens), Q03431. HEK293 GP2 PTHR1 cells, GloSensor cAMP luminescence, 1 h. 0.075% of 410,000 active. Potency, µM (doses to about 115 µM), for inactives: top-dose activation, hits mostly activators. AID 743266, 2014; note: potency is the fitted concentration of half-maximal effect; nearly all actives have a fitted effect of over 55% in size; some results filed as inactive show a strong effect at the top dose; inactives centre near -15; many of its hits are not listed in these tables
Target sequence (Q03431 whole entry, looked up): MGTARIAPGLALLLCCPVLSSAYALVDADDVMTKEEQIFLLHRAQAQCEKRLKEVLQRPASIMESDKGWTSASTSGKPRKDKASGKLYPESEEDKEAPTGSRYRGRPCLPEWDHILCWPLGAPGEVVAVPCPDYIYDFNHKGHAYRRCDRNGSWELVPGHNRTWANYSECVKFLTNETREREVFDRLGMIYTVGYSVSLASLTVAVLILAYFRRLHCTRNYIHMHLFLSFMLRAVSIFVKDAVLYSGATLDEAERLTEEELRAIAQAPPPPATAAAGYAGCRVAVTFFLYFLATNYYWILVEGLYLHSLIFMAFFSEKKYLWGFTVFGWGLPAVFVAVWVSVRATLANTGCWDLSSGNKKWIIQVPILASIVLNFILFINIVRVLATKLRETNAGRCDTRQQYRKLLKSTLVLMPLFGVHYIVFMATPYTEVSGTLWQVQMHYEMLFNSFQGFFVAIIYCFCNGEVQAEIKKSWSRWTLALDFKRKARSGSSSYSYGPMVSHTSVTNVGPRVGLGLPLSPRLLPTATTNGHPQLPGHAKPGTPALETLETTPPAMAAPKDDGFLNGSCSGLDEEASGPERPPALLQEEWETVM
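HEK-293-derived GP2 cells expressing PTHR1 and a GloSensor cAMP reporter, 3,000/well, plated overnight, given luciferin plus IBMX (each 0.5 mM as added) for 1 h at 37 °C, then compound for 1 h at 37 °C. Luminescence was read after 15 min at room temperature.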
EPAC1 antagonist – qHTS for Antagonist of cAMP-regulated guanine nucleotide exchange factor 3 (EPAC1): primary screen; AID 720709, 2013; Potency, µM (doses to about 115 µM), without a hit: at the highest dose activity change, negative = inhibition, hits mostly inhibitors; Rap guanine nucleotide exchange factor 3 (Homo sapiens), O95398; 0.14% of 360,000 active; EPAC1 GEF assay, Rap1b-BODIPY-GDP exchange fluorescence;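 note: potency is the fitted concentration of half-maximal effect; plate controls were vehicle for no effect and positive control for full effect; nearly all actives have a fitted effect of over 50% in size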
PLK1 PBD inh – qHTS for Inhibitors of PLK1-PDB (polo-like kinase 1 - polo-box domain): Primary Screen. AID 720504, 2013. Potency, µM, for the others: max response, negative = inhibition, usual class: inhibitors. 2.8% of 360,000 active. Plk1 PBD binding of FITC phosphopeptide, fluorescence polarization; note: potency is the fitted concentration of half-maximal effect; series mostly up to about 57 µM; % is set by controls: 0 for no effect and ±100 for the full control effect; nearly all actives have a fitted effect of over 65% in size
GLP-1R inv ag – qHTS of GLP-1 Receptor Inverse Agonists (Inhibition Mode) | Glucagon-like peptide 1 receptor (Homo sapiens), P43220 | HEK293 GLP-1R CRE-luciferase, luminescence, 24 h; GLP-1R form is constitutively active | Potency, µM (highest dose often 38.3 µM), for inactives: at the highest dose activity change, negative = inhibition, usual class: inhibitors | 1.6% of 410,000 active | AID 624417, 2012; note: potency is the fitted concentration of half-maximal effect; % is set by controls: 0 for no effect and ±100 for the full control effect; nearly all actives have a fitted effect of over 55% in size
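Assay principle: reduced luminescence from a cAMP-responsive reporter in HEK293 cells co-expressing a constitutively active GLP-1R. Conditions: 24 hr compound incubation, 37 deg C, 5% CO2.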
EPAC1 ag – qHTS for Agonist of cAMP-regulated guanine nucleotide exchange factor 3 (EPAC1): primary screen; Potency, µM (highest dose often 154 µM), inactives show at the highest dose activation, usual class: activators; AID 720707, 2013; 0.073% of 360,000 active; Rap guanine nucleotide exchange factor 3 (Homo sapiens), O95398; EPAC1 agonist qHTS, biochemical assay; response scale: 100% = response to 6.5 mM cAMP; note: potency is the fitted concentration of half-maximal effect; nearly all actives have a fitted effect of over 60% in size
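Multi-concentration qHTS readout: loss of Rap1B-bound BODIPY-GDP fluorescence driven by 100 nM EPAC1 with excess GDP (50 uM), monitored kinetically at room temperature; agonist response expressed relative to 6.5 mM cAMP.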
GLP1R ag – qHTS of GLP-1 Receptor Agonists; HEK293 GLP-1R CRE-luciferase, luminescence, 4-6 h; cells express a hypersensitive GLP-1R form; Potency, µM (highest dose often 45.6 µM), for inactives: top-dose activation, most hits filed as activators; 0.007% of 380,000 active; AID 624172, 2012; note: potency is the fitted concentration of half-maximal effect; % of control where 0% means no effect
PI5P4Ka inh – qHTS for Inhibitors of phosphatidylinositol 5-phosphate 4-kinase (PI5P4K); Phosphatidylinositol 5-phosphate 4-kinase type-2 alpha (Homo sapiens), P48426; PI5P4Kalpha enzyme, ADP-Glo luminescence, 60 min; active compounds read low; max response, %; 1.2% of 330,000 active; AID 652105, 2013; active = max response of -50% or lower; inconclusive = between -30% and -50%; inactive = -30% or higher; note: value at the top dose of about 77 µM; % is set by controls: 0 for no effect and ±100 for the full control effect
Target sequence (P48426 whole entry, looked up): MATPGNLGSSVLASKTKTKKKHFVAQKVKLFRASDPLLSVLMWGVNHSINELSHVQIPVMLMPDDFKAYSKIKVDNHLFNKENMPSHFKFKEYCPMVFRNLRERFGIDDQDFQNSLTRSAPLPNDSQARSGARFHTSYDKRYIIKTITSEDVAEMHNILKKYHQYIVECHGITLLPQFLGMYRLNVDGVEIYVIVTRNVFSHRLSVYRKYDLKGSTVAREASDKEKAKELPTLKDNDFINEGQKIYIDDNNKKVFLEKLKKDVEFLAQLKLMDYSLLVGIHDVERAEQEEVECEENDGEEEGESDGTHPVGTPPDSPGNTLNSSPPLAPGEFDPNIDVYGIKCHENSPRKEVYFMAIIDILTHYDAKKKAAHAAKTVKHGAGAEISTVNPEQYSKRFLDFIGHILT
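Compounds were pin-transferred onto PI5P4Kalpha and substrate in HEPES pH 7.4 buffer with EGTA, CHAPS and 5% DMSO. ATP (5 microM final) started the reaction, which ran 60 minutes at room temperature before ADP-Glo detection.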
* = called active by the depositor; i = inactive; ? = inconclusive; · = no result given; & = joins results of further samples; [ ] = dose if it differs, or a comment. Unless noted, calls come from the whole dose curve; as a rule, active = well fitted curve in the direction sought with a large enough effect; inconclusive = small, poorly fitted or top-dose-only effect, or another doubt; inactive = no such curve, though single readings can be large; an effect the other way counts as inactive or inconclusive.

SMILES	HEK293 tox	IL-2 act	PTHR1 ag	EPAC1 antagonist	PLK1 PBD inh	GLP-1R inv ag	EPAC1 ag	GLP1R ag	PI5P4Ka inh
CCc1c(C)nc2cc(-c3cccc(Br)c3)[nH]n2c1=O	3%	0.6	-96%[inhibitor]	-8%	-9%	7%	-6%	-4%	-1
CCCOC1CCCN(C(=O)c2ccc3oc(C(C)C)nc3c2)C1 (stereo not drawn)	-7%	-0.2	i	5%	4%	-9%	-25%	5%	1
Cc1ccc(NC(=O)C2CC(=O)n3ncnc3N2)cc1 (stereo not drawn)	4%	-0.6	-18%[57.5 µM]	4%	-7%	2%	-4%	3%	·
CCOC(=S)SCC(=O)N1CCc2ccccc2C1C1C(=O)CCCC1=O (stereo not drawn)	3%	-0.2	-16%	?	-17%	-11%	5%	0%	-3
CCCCC(CC)C(=O)Oc1ccc(O)c(C(C)(C)C)c1 (stereo not drawn)	?	-4.9	-5%	?	-13%	5.6µM*	-26%	17%	23
CCOC(=O)c1ccc(Oc2cc(C)nc(SC)n2)cc1	?	-1.7	i	-7%	1%	-28%	18%	8%	·
CCn1c(CCNC(=O)c2ccco2)nc2ccccc21	-2%	1.5	2%	0%	-1%	10%	1%	-2%	-6
CC(C)(C)NC(=O)C(CCc1ccccc1)n1c(=O)c(-c2cc3ccccc3[nH]2)nc2ccccc21 (stereo not drawn)	·	-0.6	-5%	-13%	-5%	?	-8%	·	-1
CCN1CCN(C2=C(Cl)C(=O)N(Cc3ccccc3)C2=O)CC1	0%	-0.6	i	12%	-1%	?	-1%	?	2
CC(C)CNC(=S)NC1CCCC1	7%	-1.3	-11%[57.5 µM]	10%	-3%	-3%	1%	-8%	0
C=COC(=O)NC1CCc2cc(OC)c(OC)c(OC)c2-c2ccc(SC)c(=O)cc21 (stereo not drawn)	-56%	0.6	-10%	8%	-4%	-46%	4%	23%	-1
CCc1nc2ccc(C(=O)Nc3cccc(OCC(=O)N(C)C)c3)cn2c1N(C)Cc1ccc(N(C)C)cc1	2%	-0.1	-13%	0%	-6%	19%	5%	1%	0
Cc1ccccc1NC(=O)CCOc1ccccc1	20%&0%	0.6	-13%	0%	-12%	7%&12%	9%	-5%	-2
COc1ccc(-n2c(C)cc(C(=O)CN3C(=O)c4ccccc4C3=O)c2C)cc1	8%	-2.1	-58%[inhibitor]	-3%	-10%	?	4%	5%	4
CCOC(=O)CCCN1CC(O)=C(c2nc(-c3ccc(Cl)cc3)cs2)C1=N	7%	3.2	i	-15%	-6%	34%[activator]	3%	0%	-12
C[C@@H]1CN([C@@H](C)CO)C(=O)c2cc(Br)cnc2O[C@H]1CN(C)C(=O)Nc1ccccc1	2%	-2.8	-21%	16%	-12%	5%	-19%	-1%	-5
O=C(Nc1ccccc1)N1CCSc2ccccc21	7%	-0.6	-1%	3%	-3%	-18%	8%	7%	-2
COc1ccc(S(=O)(=O)Nc2cccc3c2O[C@H](CN(C)CC2CCCCC2)[C@@H](C)CN([C@H](C)CO)C3=O)cc1	3%	-0.1	-20%	-11%	-17%	10%	9%	-5%	1
CCC1=C(OC(=O)N(CC)CC)N2C(=O)OC(=NCCOC)[C@]2(Cc2ccccc2)[C@H]2C1=CC[C@H]1C(=O)NC(=O)[C@H]12	6%	-0.1	-13%	12%	-6%	-13%	-3%	-2%	8
O=C(c1cccc(Br)c1)N1CCN(S(=O)(=O)N2CCOCC2)CC1	2%	0.7	-5%	-3%	-4%	-15%	4%	-5%	-1
Cc1cccc(-n2ncc3c(N(C)C4CCCCC4)ncnc32)c1	2%	-3.1	-41%	-9%	-7%	-76%	14%	-4%	7
CCCc1cc(=O)[nH]c(SCc2cccc(C)c2)n1	2%	-2.3	i	14%	-5%	-9%	1%	20%	·
Cc1ccc(C)c(NC(=O)Cn2c(=O)n(Cc3ccc4c(c3)OCO4)c(=O)c3ccc(C(=O)NC4CCCCC4)cc32)c1	2%	·	i	·	·	25%	·	-7%	·
N#CCCN(C(=S)NC(=O)c1ccco1)c1ccccc1F	-4%	-3.4	i	-7%	30µM*	9%	2%	-1%	3
Cc1ccc(S(=O)(=O)N2CCOCC2)cc1NC(=O)Cn1ccsc1=N	-7%	0.3	-3%[57.5 µM]	-8%	-3%	1%	-7%	-14%	6

Other structures
SMILES	HEK293 tox	IL-2 act	PTHR1 ag	EPAC1 antagonist	PLK1 PBD inh	GLP-1R inv ag	EPAC1 ag	GLP1R ag	PI5P4Ka inh
COc1cc(C2C(C(=O)Nc3ccccc3)=C(C)Nc3nnnn32)cc(OC)c1OC (stereo not drawn)	8%	·	?	·	·	?	·	-3%	·
COCc1c(C(=O)N/N=C(/C)c2ccc(OCc3ccccc3)cc2)nnn1-c1nonc1N	0%	-1.8	5%	-2%	-10%	?	6%	5%	-2
Cn1cccc1/C=N/NC(=O)Cc1ccccc1	4%	-0.5	-12%	-23%	-19%	-19%	6%	5%	-3
COc1ccc(C2=CC(c3sccc3C)n3nnnc3N2)cc1 (stereo not drawn)	97%[activator]	0.7	-9%[57.5 µM]	13%	-5%	0%	-1%	-5%	-7
Cc1ccc(OCC(=O)NCCNC(=O)COc2ccc(C)cc2)cc1	3%	1.3	i	-6%	-2%	?	-5%	7%	6
O=C(CN1CCN(C(=O)c2cc(C3CC3)nn2-c2ccccc2)CC1)Nc1ccc(F)cc1	2%	-1.7	i	4%	-6%	?	4%	15%	4
CCc1noc(C)c1C(=O)Nc1ccc(S(=O)(=O)N2CCCC(C)C2)cc1 (stereo not drawn)	6%	1.3	-26%	-4%	4%	?	8%	-3%	3
CCn1c(=O)c2c(nc3n2CCCN3CCc2ccccc2)n(C)c1=O	-4%	-2.2	-24%	6%	1%	1%	-6%	-2%	-5
CCCC(C(=O)NC1CCCC1)N(CC1CCCO1)C(=O)c1snc(C(N)=O)c1N (stereo not drawn)	6%	1.5	i	2%	6%	0%	-3%	0%	·
CCOC(=O)c1cnc2ccc(OC)cc2c1NCc1ccccc1	-2%	-6.3	i	-3%	0%	0%	2%	5%	8
COc1ccc(Cl)cc1S(=O)(=O)N1CCC(C(=O)NCc2ccco2)CC1	5%	-1.9	-24%	2%	-6%	9%	3%	0%	-2
COC(=O)c1ccc(C(=O)NCCCCO)cc1	-1%	1.2	i	7%	-7%	3%	8%	-1%	1
COc1ccc(-c2nn(CCC(=O)O)cc2/C=C/C(=O)O)cc1[N+](=O)[O-]	5%	0.4	i	-4%	-5%	2%	-3%	-1%	-13
COc1cc(CC(=O)OCC(=O)Nc2ccc(S(=O)(=O)N3CCCC3)cc2)cc(OC)c1OC	64%[activator]	1.6	-6%	?	-16%	-6%	8%	6%	2
COc1ccc(OC)c(C2c3[nH]c4ccccc4c3C[C@H]3C(=O)N(CCCOC(C)C)CC(=O)N23)c1 (stereo partly drawn)	6%	0.5	-8%	-14%	-12%	-22%	5%	-3%	6
CCCCn1c(C2CCCCC2)nc2cc3[nH]c(=O)c(C(C)C)nc3cc21	10%	-1.9	-12%	-11%	-18%	?	-11%	18%	-8
CC(=O)N/C(N)=N/c1nc2cc(C)ccc2o1	-13%	0.0	-37%	8%	-10%	-5%	1%	3%	4
CC(=O)c1cccc(NC(=O)C2C3C=CC(C4CC34)C2C(=O)O)c1 (stereo not drawn)	8%	-0.3	i	-11%	-4%	6%	7%	-5%	-1
COc1ccc(-c2csc3ncnc(N4CCN(c5ccccc5[N+](=O)[O-])CC4)c23)cc1	7%	-2.2	i	0%	-20%	-13%	6%	2%	15
NC(N)=NS(=O)(=O)c1ccc(N)cc1	3%	0.9	-32%	-4%	-6%	-4%	-5%	0%	13
C=C[C@@H]1c2ccccc2N(S(=O)(=O)c2ccc(C)cc2)[C@H](c2ccc(OC(C)=O)cc2)C1(C#N)C#N	15%	-1.9	-20%	5%	-1%	-5%	-11%	0%	8
COc1ccc(CC(=O)N/N=C/c2cc([N+](=O)[O-])cc(Br)c2O)cc1	-10%	-0.7	-40%[inhibitor]	-7%	-14%	-5%	6%	-3%	-27
COc1ccc(CNC(=O)c2cncc(Br)c2)cc1	-1%	0.1	-2%	-3%	-23%	-5%	12%	14%	-8
COc1ccc(NC(=S)N(CCN(C)C)C(C)c2ccncc2)cc1Cl (stereo not drawn)	-7%	-3.0	i	-11%	-29%	-8%	5%	8%	-1
O=C(O)c1cccc([N+](=O)[O-])c1C(=O)Nc1cccc2ccccc12	3%	-0.6	i	-13%	-7%	3%	-4%	-11%	6
CC(C)Cn1nc(NC(=O)c2ccco2)c2cc3ccccc3nc21	4%	7.6	-22%	-12%	-24%	-13%	-7%	10%	-2
COCCCN1C(=O)C(=O)/C(=C(/O)c2ccc(S(=O)(=O)N3CCCCC3)cc2)C1c1ccc(OC)cc1 (stereo not drawn)	0%	0.3	-22%	2%	-13%	1%	7%	-3%	0
CN(C)C(=O)CN(c1ccc2c(c1)OCO2)S(C)(=O)=O	-3%	-2.4	-4%[57.5 µM]	-5%	-2%	0%	-4%	-11%	·
CN(C)CCOCCOc1ccc(Cl)c2ccccc12	?	-1.2	-15%	-7%	-1%	?	5%	3%	11

Marked active in PLK1 PBD inh, among the entries above:
structure | IL-2 act | PTHR1 ag | EPAC1 antagonist | PLK1 PBD inh | GLP-1R inv ag | EPAC1 ag | GLP1R ag | PI5P4Ka inh
N#CCCN(C(=S)NC(=O)c1ccco1)c1ccccc1F | -3.4 | i | -7% | 30µM* | 9% | 2% | -1% | 3

These rows are one share of the data, so the mix of outcomes need not match the whole.
